Pin1 inhibitor = qHTS Assay to Find Inhibitors of Pin1; Potency, µM (titrated, usually from 115 µM), inactives show top-dose activity, negative = inhibition, most hits filed as inhibitors; AID 504891, 2011; Peptidyl-prolyl cis-trans isomerase NIMA-interacting 1 (Homo sapiens), Q13526; hit rate 0.009% among 390,000; Pin1 FP peptide displacement, HiFluor488, 10 min; active = well fitted inhibition curve with a large enough effect in the polarisation, with a control signal flat, not every such curve was filed as active; inconclusive = small, poorly fitted or top-dose-only effect, or effect the other way, or a change in a side signal; inactive = no such curve, though single readings can be large or run the other way; the % refers to the polarisation; note: % is set by controls: 0 for no effect and ±100 for the full control effect
Target sequence (Q13526 whole entry, looked up): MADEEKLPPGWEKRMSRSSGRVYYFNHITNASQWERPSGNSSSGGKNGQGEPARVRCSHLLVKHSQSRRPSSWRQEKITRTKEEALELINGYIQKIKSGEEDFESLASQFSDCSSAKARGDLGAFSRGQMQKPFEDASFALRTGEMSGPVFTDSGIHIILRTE
ERG Ets-DNA blk = qHTS for Small Molecule Inhibitors of the ERG Ets/DNA interaction; fluorescence polarization, His-ERG Ets domain / labelled DNA; Potency, µM (series often up to 76.9 µM), inactives show top-dose FP activity, negative = inhibition, most hits filed as inhibitors; hit rate 0.028% among 370,000; AID 624246, 2012; active = well fitted inhibition curve with a large enough effect in the polarisation, with a control signal flat; inconclusive = small, poorly fitted or top-dose-only effect, or effect the other way, or a change in a side signal; inactive = no such curve, though single readings can be large or run the other way; the % refers to the polarisation;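 note: polarization taken with two DNA probes labelled with fluorescein and Texas red; % of control where 0% means no effect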
Target sequence (P11308 whole entry, looked up, the tested form may be a part): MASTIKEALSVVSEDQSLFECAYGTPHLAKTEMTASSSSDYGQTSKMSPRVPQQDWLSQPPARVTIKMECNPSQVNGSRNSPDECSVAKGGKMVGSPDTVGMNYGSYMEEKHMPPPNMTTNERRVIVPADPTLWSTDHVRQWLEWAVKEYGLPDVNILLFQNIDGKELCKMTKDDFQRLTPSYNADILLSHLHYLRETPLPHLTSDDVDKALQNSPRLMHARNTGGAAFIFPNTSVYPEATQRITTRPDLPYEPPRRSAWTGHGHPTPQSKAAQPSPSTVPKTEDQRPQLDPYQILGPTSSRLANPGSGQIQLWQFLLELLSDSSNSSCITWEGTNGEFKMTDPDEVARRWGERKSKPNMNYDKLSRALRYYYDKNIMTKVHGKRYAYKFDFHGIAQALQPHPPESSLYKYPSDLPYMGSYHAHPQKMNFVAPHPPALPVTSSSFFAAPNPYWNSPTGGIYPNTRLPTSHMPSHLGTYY
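His-tagged ERG Ets domain (1 uM in the protein solution; 300mM KCl, 50mM Tris-HCl, 1mM EDTA, 1mM DTT, pH 7.5) received compound, then a probe mix of 5 nM fluorescein-DNA and 100nM Texas-615-DNA. Fluorescence polarization was read for both dyes.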
JMJD2A Tudor inh = qHTS Assay for Inhibitors of JMJD2A-Tudor Domain; Lysine-specific demethylase 4A (Homo sapiens), O75164; AlphaScreen JMJD2A-Tudor / H3K4me3 peptide binding; Potency, µM (doses to about 114 µM), for the others: at the top dose activity change, negative = inhibition, usual class: inhibitors; hit rate 4.4% among 390,000; AID 504339, 2011; note: % is set by controls: 0 for no effect and ±100 for the full control effect; nearly all actives have a fitted effect of over 50% in size
RGS4 inh = Inhibitors of Regulator of G Protein Signaling (RGS) 4: qHTS | Transcreener GDP fluorescence polarization, RGS4-accelerated GTP hydrolysis | Potency, µM (doses to about 114 µM), inactives show at the top dose activity change, negative = inhibition, actives largely listed as inhibitors | hit rate 0.039% among 390,000; note: % is set by controls: 0 for no effect and ±100 for the full control effect; nearly all actives have a fitted effect of over 75% in size; some results filed as inactive show a strong effect at the top dose
Target sequence (P49798 whole entry, looked up): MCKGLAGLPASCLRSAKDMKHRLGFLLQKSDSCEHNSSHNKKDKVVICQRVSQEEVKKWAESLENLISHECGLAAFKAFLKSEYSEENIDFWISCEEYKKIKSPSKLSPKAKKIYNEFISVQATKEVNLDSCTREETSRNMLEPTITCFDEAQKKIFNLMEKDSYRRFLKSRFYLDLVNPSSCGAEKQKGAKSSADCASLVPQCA
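MLSMR compounds (23 nl, pin-transferred) preincubated 10 min at room temperature with a 500nM (2x) first reagent, then RGS4 at 900nM (2x) plus Transcreener GDP mix added; fluorescence polarization (620/688 nm) read before and after 90 min at 30 °C.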
GLS inh = qHTS for Inhibitors of Glutaminase (GLS). Potency, µM (series often up to 45.5 µM), without a hit: at the top dose activity change, negative = inhibition, actives largely listed as inhibitors. hit rate 0.21% among 410,000. Glutaminase kidney isoform, mitochondrial (Homo sapiens), O94925. GLS enzymatic activity, qHTS titration; note: % is set by controls: 0 for no effect and ±100 for the full control effect
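Compounds were pin-transferred onto hKGA, after which L-glutamine (1 mM solution) and a detection mix of glutamate oxidase, HRP and Amplex Red were added. Initial and 30 min RT fluorescence reads were collected.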
ALOX12 inh = Primary qHTS assay for inhibitors of human arachidonate 12S-lipoxygenase (ALOX12): Round 2. Polyunsaturated fatty acid lipoxygenase ALOX12 (Homo sapiens), P18054. purified 12hLO, xylenol orange hydroperoxide absorbance. Potency, µM (series often up to 108 µM), without a hit: at the highest dose activity change, negative = inhibition, usual class: inhibitors. hit rate 1.1% among 580,000; note: % is set by controls: 0 for no effect and ±100 for the full control effect
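Purified human 12hLO at 150 nM in 25 mM Hepes, 0.01% Triton X-100, pH 7.0, preincubated 15 min at room temperature with compound. Reaction started with 40 uM arachidonic acid, 30 min at room temperature. Hydroperoxide measured by Fe-xylenol orange, 573/405 nm absorbance ratio.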
HP1b binding inh = HTS for Inhibitors of HP1-beta Chromodomain Interactions with Methylated Histone Tails. Chromobox protein homolog 1 (Homo sapiens), P83916. AlphaScreen HP1-beta / biotin-H3K9me3 peptide binding. Potency, µM (top dose mostly 114 µM), without a hit: top-dose activity change, negative = inhibition, actives largely listed as inhibitors. hit rate 0.56% among 390,000. AID 540317, 2011; note: nearly all actives have a fitted effect of over 70% in size; inactives centre near 23
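Compound inhibition of the preformed complex between 50 nM HP1-beta and 50 nM biotinylated H3K9me3 peptide was read by AlphaScreen. Buffer was PBS pH 7.4 with 0.01% Tween-20. Incubations ran 30 min at room temperature, with 10 ug/mL donor/acceptor beads.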
TrxR1 inh = qHTS Assay for Inhibitors of Mammalian Selenoprotein Thioredoxin Reductase 1 (TrxR1): qHTS. recombinant rTrxR1, NADPH fluorescence consumption, selenite substrate. Potency, µM (titrated, usually from 114 µM), inactives show at the top dose activity change, negative = inhibition, hits mostly inhibitors. hit rate 1% among 390,000. AID 588453, 2011; note: % is set by controls: 0 for no effect and ±100 for the full control effect; nearly all actives have a fitted effect of over 65% in size
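Rat TrxR1 (90 nM in the dispensed reagent) was pre-reduced with 400 uM NADPH for 5 min at room temperature, then incubated with compound for 15 min. After 400 uM selenite was added, NADPH fluorescence (Ex 340/Em 450 nm) was followed for 8 min.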
Tb PGK inh = qHTS Assay to Find Inhibitors of Phosphoglycerate Kinase. Phosphoglycerate kinase, glycosomal (Trypanosoma brucei brucei), P07378. PGK/GAPDH coupled, Kinase-Glo luminescence, 60 min. Potency, µM (titrated, usually from 57.5 µM), without a hit: top-dose activity change, negative = inhibition, usual class: inhibitors. hit rate 0.043% among 380,000. AID 602233, 2012; note: % is set by controls: 0 for no effect and ±100 for the full control effect; nearly all actives have a fitted effect of over 60% in size
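Recombinant glycosomal PGK reaction used 1,3-bisphosphoglycerate generated in-well by GAPDH (100nM final) in 100mM TEA pH 7.6, 5mM MgCl2, 0.01% Tween-20. After 60 minutes at room temperature, ATP was read by Kinase-Glo Plus luminescence end-point.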
* marks the source's active call; other numbers are inactive results; i = inactive; ? = inconclusive; . = not tested or not shown; & = joins results of further samples; [ ] = another dose, or the depositor's remark. Unless noted, calls come from the whole dose curve; as a rule, active = well fitted curve in the direction sought with a large enough effect; inconclusive = small, poorly fitted or top-dose-only effect, or another doubt; inactive = no such curve, though single readings can be large; an effect the other way counts as inactive or inconclusive. Potency is the fitted concentration of half-maximal effect.

canonical_smiles | Pin1 inhibitor | ERG Ets-DNA blk | JMJD2A Tudor inh | RGS4 inh | GLS inh | ALOX12 inh | HP1b binding inh | TrxR1 inh | Tb PGK inh
CCOc1ccc(NC(=O)Nc2ccc(NC(C)=O)cc2)cc1 | -1% | 0% | 0% | -38% | 0% | 0% | 33% | 16%[57.1 µM] | -1%
COCCn1c(SCc2ccccc2F)nc2c([nH]c3ccccc32)c1=O | -2% | 0% | 4% | -28% | 2% | 0% | 32%[57 µM] | 31%[57.1 µM] | -3%
COc1ccccc1NS(=O)(=O)c1cc(NC(=O)c2ccc(=O)[nH]c2)ccc1N1CCOCC1 | -2% | -10% | -17% | -53% | 14% | -26% | ? | 6%[57.1 µM] | -8%
O=C(N[C@@H](c1ccccc1)[C@H](O)c1ccccc1)[C@@H]1CCCN1C(=O)OCc1ccccc1 | -3%&0% | -9% | -7%&-8% | -9%&12% | 1% | -7% | 37%&36%[activator] | 13%&-1% | -7%
CC(C)c1ccc(CNC(=O)c2ccc(N3CCCC3)c(NC(=O)NCc3ccc(F)cc3)c2)cc1 | 3% | -1% | -8% | -11% | 0% | -2% | 32% | 22%[57.1 µM] | -2%
Cc1cc(OC(C)C(=O)NCC2CCCO2)cc(C)c1Cl (centres undefined) | -5% | 5% | -9% | 0% | -16% | ? | 11% | -21% | 2%
O=S(=O)(c1ccc(Cl)cc1)N1CCN(c2nc(-c3cccs3)nc3ccccc23)CC1 | 32%&-10%&8%&2%[activator] | 1% | 6%&-3%&-3%&-7% | -33%&12%&21%&8% | 4% | -3%&8% | 27%&32%&19%&39% | 12%&-15%&10%&32% | -8%
Cc1ccc(N(CC(=O)NCc2ccc3c(c2)OCO3)S(C)(=O)=O)cc1 | -7% | -4% | ? | 21% | -1% | 0% | 6% | 21%[57.1 µM] | -11%
O=C(CCSc1ccc(Br)cc1)c1ccc(O)cc1 | 12% | 0% | -1% | -34% | -8% | -23% | 66%[activator] | ? | -6%
O=C(NCCc1ccccc1)c1ccc2c(c1)S(=O)(=O)c1ccccc1C2=O | 3% | -4% | ? | -2% | -4% | -5% | -2% | 20% | -1%
Nc1nc(=S)n(-c2ccccc2)[nH]1 | 7% | 1% | 3.5µM* | ? | -16% | ? | ? | 7%[57.1 µM] | -10%
CCn1ncc(Br)c1C(=O)Nc1ccc(-c2ccno2)cc1 | -1% | 0% | -21% | -1%[56.9 µM] | 1% | -8% | 14% | -5% | -8%
CC1=NN(C(N)=S)C(=O)C1N=Nc1cccc(Cl)c1C (centres undefined) | -3% | 3% | 50µM* | -19% | 19% | ? | ? | -9% | i
Cc1cc(C(=O)COC(=O)c2ccc(N)c([N+](=O)[O-])c2)c(C)n1-c1ccc2c(c1)OCO2 | 0% | -4% | ? | 12% | 13% | -16% | -11% | 13% | -1%
COc1ccc(S(=O)(=O)N2CCOC2CNC(=O)C(=O)NCCc2ccc(OC)c(OC)c2)cc1 (centres undefined) | -2% | 3% | -11% | -20% | 6% | 12% | 36% | -5% | 20%
COCCNC(=O)C(c1ccc(C)cc1)N(C(=O)CCC(=O)Nc1ccccn1)C1CCCCC1 (centres undefined) | 0% | -7% | -6% | 20% | 2% | -6% | 16% | 4% | 14%
COc1cc(NC(=O)CSc2nc(=O)n(CCN3CCOCC3)c3c2CCC3)cc(OC)c1 | 2% | -8% | -9% | 15% | 1% | ? | 16% | -9%[57.1 µM] | -9%
COc1ccc(/C=N/N2C(=N)SCC2=O)cc1 | 2% | -6% | -11% | -10% | -1% | -10% | 55%[activator] | 18% | i
Cc1nc(SCC(=O)NC2CCCC2)c2c(C)c(C)sc2n1 | 0% | -12% | 6% | -3% | -5% | -22% | 52%[activator] | 4%[57.1 µM] | -10%
O=C(O)CCS(=O)(=O)Cc1ccccc1F | 6% | 9% | -10% | -26% | -1% | 11% | 35% | 6% | -9%
CCc1noc(C)c1C(=O)OCC(=O)NCc1ccccc1OC | 1% | 1% | -10% | 7% | 0% | 39%[activator] | 32% | 10% | 9%
COc1ccccc1C(=O)COC(=O)Cc1c[nH]c2ccccc12 | -2% | -5% | -19% | -33% | -7% | -19% | -4% | -4% | -6%
CCOc1ccc(C(=O)N[C@H](C(=O)O)C(C)C)cc1 | 1% | 4% | -1% | 39% | 11% | -7%&-3% | 34% | 0% | 6%
CCOc1ncccc1C(=O)OCC(=O)c1ccccc1 | -1% | -5% | 3% | 35% | 3% | 4% | 47%[activator] | -1% | 11%
COC(=O)/C=C/C1=CN(Cc2ccccc2)CCC1=O | -11% | -17% | -3% | -9% | -1% | -29% | 35% | 0%[57.1 µM] | -4%
Cc1ccc(/C=C/C(=O)OCC(=O)NCCN2C(=O)CSC2=O)o1 | 1% | 7% | -14% | 17% | 3% | 2% | 22% | -8%[57.1 µM] | 5%
Cc1ccc(NS(=O)(=O)c2ccc(C(=O)N3CCCN(C)CC3)cc2)cc1 | -2% | -1% | -7% | 31% | 21% | 0% | 18% | -13% | 1%
Cc1ccc(CCNC(=O)C2CCC(=O)N(CC3CCCCC3)C2)cc1 (centres undefined) | 5% | 7% | -13% | -26% | 0% | -1% | 23% | -4% | -14%
CC(C)CCNC(=O)CSc1nc2ccccc2s1 | -2% | 2% | -5% | -17% | -2% | -8% | 41%[activator] | 19% | -12%
CCOC(=O)C1CCCN(Cc2cn3c(-c4ccc(Br)cc4)nnc3s2)C1 (centres undefined) | 0% | 3% | 0% | -15% | -15% | -14% | 30%[57 µM] | 27%[57.1 µM] | -9%

Copied from the list:
`Cc1ccc(/C=C/C(=O)OCC(=O)NCCN2C(=O)CSC2=O)o1` in GLS inh reads 3%
`COC(=O)/C=C/C1=CN(Cc2ccccc2)CCC1=O` in JMJD2A Tudor inh reads -3%

(further entries)
molecule,Pin1 inhibitor,ERG Ets-DNA blk,JMJD2A Tudor inh,RGS4 inh,GLS inh,ALOX12 inh,HP1b binding inh,TrxR1 inh,Tb PGK inh
Cc1onc(-c2ccccc2Cl)c1C(=O)NNC(=O)c1ccccc1F,-17%,-3%,-5%,-34%,15%,-4%,30%,6%,3%
CC(=O)c1cccc(OC(=O)c2ccccc2)c1,-2%,.,22%,2%,4%,-11%,60%[activator],4%,3%
O=C(NC1(Cc2ccccc2)CCN(CCCc2ccccc2)C1=O)c1ccccc1 (centres undefined),-8%,-3%,-9%,-16%,-1%,-1%,50%[activator],1%,i
Cc1ccc2c(=O)c(C(=O)c3cccc(Cl)c3)cn(CC(=O)NCc3ccccc3)c2n1,?,-3%,1%,-17%,-10%,-16%,6%,27%[57.1 µM],5%
COc1ccc(C(=O)OCC(=O)NC2CC2)cc1S(=O)(=O)N(C)Cc1ccccc1,4%,-4%,-4%,5%,0%,-18%,36%,25%,8%
CCC(C)NCC(=O)Nc1ccc(-c2nc3cc(NC(=O)CNC(C)CC)ccc3o2)cc1 (centres undefined),-8%,-16%,-11%,-2%,0%,0%,32%[activator],22%[57.1 µM],-7%
O=C(Cn1cnc([N+](=O)[O-])n1)c1ccc(O)c(O)c1,-7%,-2%,?,4%,-6%,?,18%,-18%,-14%
Cc1ccc(C)c(S(=O)(=O)N2CCCCC2CCNC(=O)C(=O)NCc2cccnc2)c1 (centres undefined),-2%,5%,-8%,21%,10%,13%,5%,16%,-3%

JMJD2A Tudor inh: entries above that show a hit
molecule,Pin1 inhibitor,ERG Ets-DNA blk,JMJD2A Tudor inh,RGS4 inh,GLS inh,ALOX12 inh,HP1b binding inh,TrxR1 inh,Tb PGK inh
Nc1nc(=S)n(-c2ccccc2)[nH]1,7%,1%,3.5µM*,?,-16%,?,?,7%[57.1 µM],-10%
CC1=NN(C(N)=S)C(=O)C1N=Nc1cccc(Cl)c1C (centres undefined),-3%,3%,50µM*,-19%,19%,?,?,-9%,i

Source: PubChem

The list is partial; rates above refer to the full screens.
